Screening results as filed in PubChem BioAssay.
Imprint erasure: qHTS Assay for Compounds that Induce Erasure of Genomic Imprints | mouse ES Peg3-LacZ reporter, beta-gal luminescence, 40 h | actives 0.02% (n = 110,000) | AID 1948, 2009 | Potency, µM (doses to about 60.7 µM), inactives show at the top dose activity change, positive = activation, hits mostly activators;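 note: 0% = negative control wells on the plate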
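Gelatin-coated wells received 300 freshly trypsinized female ES cells with a Peg3LacZ-Neo reporter on the maternal allele, then incubated 40 hours at 37C. BetaGlo was added for 5 minutes at room temperature before a single luminescence read.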
IkB signaling: IkB Signaling. ABC-DLBCL IkBa-CBG/CBR dual luciferase ratio, 4 h; response scale: scaled: untreated 0%, proteasome inhibitor 100%. Potency, µM (series often up to 57.1 µM), for the others: at the top dose IkBa stabilization activation. actives 0.04% (n = 110,000). AID 445, 2006; active = well fitted curve in the direction sought with a large enough effect in the signal ratio, not every such curve was filed as active; inconclusive = small, poorly fitted or top-dose-only effect, or a change in a side signal; the % refers to the signal ratio;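 note: the direction sought is a rising ratio; 0% = basal untreated cells and 100% = reference inhibitor full response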
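Luminescence ratio of IκBα-fused green versus native red beetle luciferase in OCI-Ly3 cells, 4 h post-doxycycline with compound; red signal alone, scaled from basal (0%) to zero light (-100%), flagged nonspecific or cytotoxic effects.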
p53ts 32C tox: qHTS Screen for Compounds that Selectively Target Cancer Cells with p53 Mutations: Cytotoxicity of p53ts Cells at the Permissive Temperature; H1299-p53A138V at 32C, ATP luminescence viability, 24 h; Potency, µM (titrated, usually from 46.1 µM), without a hit: at the top dose activity change, negative = cytotoxicity, most hits filed as cytotoxic; actives 0.93% (n = 130,000);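 note: 0% = DMSO and -100% = full killing by reference compound; nearly all actives have a fitted effect of over 55% in size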
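Cells: H1299 p53ts (A138V), 600/well, pre-incubated 16–30 h at 37C. Cpd up to 46 uM, 24 h, 32C. Readout: ATPlite luminescence, 20 min RT. Normalization: DMSO vs tamoxifen 100 uM. AC50 by Hill equation.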
p53ts 39C tox: qHTS Screen for Compounds that Selectively Target Cancer Cells with p53 Mutations: Cytotoxicity of p53ts Cells at the Nonpermissive Temperature; H1299-p53A138V viability at 39C, ATP luminescence, 24 h; Potency, µM (highest dose often 46.1 µM), without a hit: at the highest dose activity change, negative = cell killing, hits mostly cytotoxic; actives 1.5% (n = 130,000); AID 902, 2007; note: nearly all actives have a fitted effect of over 55% in size
Starred values were filed as active, the others as inactive; [ ] = remark or other dose. Unless noted, calls come from the whole dose curve; as a rule, active = well fitted curve in the direction sought with a large enough effect; inconclusive = small, poorly fitted or top-dose-only effect, or another doubt; inactive = no such curve, though single readings can be large; an effect the other way counts as inactive or inconclusive. Unless noted, % is set by controls: 0 for no effect and ±100 for the full control effect; potency is the fitted concentration of half-maximal effect.

Results for CCOC(=O)C1CCN(c2c(NCc3ccc(C(=O)NCCC(C)C)cc3)c(=O)c2=O)CC1 ?
Imprint erasure: -5.2%; IkB signaling: -1.2%; p53ts 32C tox: 2.6%; p53ts 39C tox: -5.0%

How did Cc1ccc(-c2nnn(CC(=O)NC3CCN(Cc4ccccc4)CC3)n2)cc1 do in these assays?
p53ts 32C tox: 19.0%; p53ts 39C tox: -1.0%

Results for CC1(CCC(=O)OC2CCCCC2)OCCO1 ?
Imprint erasure: -5.1%[10.9 µM]; IkB signaling: 0.3%[11.4 µM]; p53ts 32C tox: 8.5%[9.22 µM]; p53ts 39C tox: 9.2%[9.22 µM]

Results for CCC1CN(C(=O)N2CCC(C(=O)NCCOC)CC2)c2ccccc2O1 (stereo unspecified) ?
Imprint erasure: -10.4%[10.9 µM]; IkB signaling: -1.8%; p53ts 32C tox: -0.9%; p53ts 39C tox: 2.4%

What do the screens show for `COC(=O)c1ccc(NC(=O)CCn2cnnn2)cc1`?
Imprint erasure: -1.9%[10.9 µM]; IkB signaling: 1.6%; p53ts 32C tox: 1.8%; p53ts 39C tox: 39.0%[activator]

How did Cc1nn(C)c2c1c(-c1ccccc1)cc(=O)n2CC(=O)Nc1ccccc1C(F)(F)F do in these assays?
Imprint erasure: -14.9%[10.9 µM]; IkB signaling: 3.4%; p53ts 32C tox: 1.4%; p53ts 39C tox: -8.1%

Results for CCOc1ccc(CCNC(=O)CCc2c(C)nc3c4c(C)cc(C)nc4nn3c2C)cc1 ?
Imprint erasure: 19.9%[10.9 µM]; IkB signaling: 0.8%; p53ts 32C tox: -1.4%; p53ts 39C tox: inconclusive

How did COc1ccc(OC)c(C2N(c3ccc(Cl)cc3)C(=O)C3CCCN32)c1 (stereo unspecified) do in these assays?
Imprint erasure: -2.0%; IkB signaling: 0.8%; p53ts 32C tox: -2.4%; p53ts 39C tox: -6.5%

Results for C=CCNS(=O)(=O)c1ccc2nsnc2c1 ?
p53ts 32C tox: 17.6%; p53ts 39C tox: 1.0%

How did CCC1CN(S(=O)(=O)c2ccc3c(c2)NC(=O)CC(=O)N3)c2cc(Cl)ccc2O1 (stereo unspecified) do in these assays?
Imprint erasure: -15.8%[10.9 µM]; IkB signaling: inconclusive; p53ts 32C tox: 7.2%; p53ts 39C tox: -9.4%

Results for CCOC(=O)c1[nH]c(C)c(CCC(=O)N2CCN(c3ccc(OC)cc3)CC2)c1C ?
Imprint erasure: -9.2%[10.9 µM]; IkB signaling: -0.2%; p53ts 32C tox: 2.0%; p53ts 39C tox: -5.5%

Results for Cc1ccc(-n2ncc3c(=O)n(CC(=O)N4CCCc5ccccc54)cnc32)cc1C ?
Imprint erasure: -16.7%; IkB signaling: inconclusive; p53ts 32C tox: -18.7%; p53ts 39C tox: -0.8%

Results for O=C(CN(CCc1ccccc1)C(=O)Cn1nnc(-c2cccs2)n1)NCc1ccco1 ?
Imprint erasure: -3.3%; IkB signaling: 0.5%; p53ts 32C tox: 7.8%; p53ts 39C tox: -6.8%

What do the screens show for `CCOc1cc(NC(=O)C2CCCCC2)c(OCC)cc1NC(=O)c1ccco1`?
Imprint erasure: 3.7%; IkB signaling: -0.9%; p53ts 32C tox: -8.2%; p53ts 39C tox: 7.7%

Results for O=C(CNC(=O)c1ccccc1F)OCc1cc(=O)n2nc(C3CC3)sc2n1 ?
Imprint erasure: -3.9%[10.9 µM]; IkB signaling: -2.9%; p53ts 32C tox: 4.2%; p53ts 39C tox: -11.4%

Results for Cc1ccc2cc(CN(CCCO)S(=O)(=O)c3cccc4nsnc34)c(=O)[nH]c2c1C ?
Imprint erasure: 4.4%; IkB signaling: -0.7%; p53ts 32C tox: 1.0%; p53ts 39C tox: -4.6%

What do the screens show for `CC(=O)NCCNc1cc(-c2ccccc2C)ncn1`?
Imprint erasure: 6.1%; IkB signaling: 2.2%[11.4 µM]; p53ts 32C tox: 3.1%; p53ts 39C tox: -3.9%

Results for O=C(Cn1c(-c2cscn2)nc2ccccc21)Nc1ccc(Cl)cc1 ?
p53ts 32C tox: -8.3%; p53ts 39C tox: -4.4%

How did Cc1ccc(/C(=N\O)c2oc3c(C)c4oc(=O)cc(C)c4cc3c2C)cc1 do in these assays?
p53ts 32C tox: 27.8%; p53ts 39C tox: -1.8%

How did COCCCNc1nc(NCc2ccccc2OC)c2cnn(C)c2n1 do in these assays?
Imprint erasure: -9.9%[10.9 µM]; IkB signaling: 0.0%; p53ts 32C tox: 4.3%; p53ts 39C tox: -11.4%

Results for COc1ccc(Cl)cc1NC(=O)c1sc(-n2nc(C)c(Cc3ccccc3)c2C)nc1C ?
Imprint erasure: -13.9%[10.9 µM]; IkB signaling: -0.4%; p53ts 32C tox: -4.8%; p53ts 39C tox: 5.1%

Results for O=S(c1ccsc1)c1ccsc1 ?
Imprint erasure: -6.5%; IkB signaling: 1.3%; p53ts 32C tox: 4.0%; p53ts 39C tox: 7.9%

How did CCOC(=O)c1ccc2nc(NC(=O)C(C)C)sc2c1 do in these assays?
Imprint erasure: -7.7%; IkB signaling: -0.2%; p53ts 32C tox: 7.2%; p53ts 39C tox: 5.5%

How did CCC(Sc1nnc2c(n1)[nH]c1ccccc12)C(=O)Nc1nnc(C(C)C)s1 (stereo unspecified) do in these assays?
Imprint erasure: 23.4%[10.9 µM]; IkB signaling: 8.4%; p53ts 32C tox: inconclusive; p53ts 39C tox: 10µM*

Results for O=C(CCCn1c2ccccc2c(=O)c2ccccc21)Nc1cccc(Cl)c1 ?
Imprint erasure: -9.6%[10.9 µM]; IkB signaling: inconclusive; p53ts 32C tox: inconclusive; p53ts 39C tox: inconclusive

How did Cc1ccc2c(c1)c1c3n2CCN[C@H]3CCC1 do in these assays?
Imprint erasure: 3.6%; IkB signaling: 0.1%; p53ts 32C tox: -0.8%; p53ts 39C tox: inconclusive

What do the screens show for `COc1cccc(C2(O)CCN(C(=O)C3CC3)CC2)c1`?
Imprint erasure: 6.1%; IkB signaling: -0.1%; p53ts 32C tox: 4.0%; p53ts 39C tox: -3.4%

What do the screens show for `CN(C)c1ccc(NC(=O)Cn2ncn3c(cc4ccccc43)c2=O)cc1`?
Imprint erasure: 6.8%; IkB signaling: 7.1%; p53ts 32C tox: 1.7%; p53ts 39C tox: 8.2%

How did CCS(=O)(=O)c1ccc(C(=O)N2CCN(c3nc4c(OC)ccc(C)c4s3)CC2)cc1 do in these assays?
Imprint erasure: -7.6%[10.9 µM]; IkB signaling: inconclusive; p53ts 32C tox: 0.7%; p53ts 39C tox: -22.5%

Results for CC1CCN(C(C(=O)Nc2ccc3c(c2)OCO3)c2ccccc2)CC1 (stereo unspecified) ?
Imprint erasure: -21.4%; IkB signaling: 3.0%; p53ts 32C tox: 2.8%; p53ts 39C tox: -1.7%

How did O=C(NCCCn1ccnc1)C(Cc1ccc([N+](=O)[O-])cc1)N1C(=O)c2ccccc2C1=O (stereo unspecified) do in these assays?
p53ts 32C tox: -2.6%; p53ts 39C tox: 2.7%

How did CCCCOC(=O)Cn1c(=O)oc2ccc(C)cc21 do in these assays?
Imprint erasure: -2.4%; IkB signaling: -2.1%; p53ts 32C tox: -5.9%; p53ts 39C tox: 3.7%

What do the screens show for `Cc1ccc2cccc(NC(=S)NC(=O)c3ccnn3C)c2n1`?
p53ts 32C tox: -4.4%; p53ts 39C tox: -3.3%

Results for C#CC[N+]1(CC#Cc2ccc(C)cc2)CCCCC1 ?
p53ts 32C tox: 12.6%; p53ts 39C tox: -1.1%

Results for CCc1c(O)cc2n(c1=O)-c1ccccc1C2(C)C ?
p53ts 32C tox: 5.7%; p53ts 39C tox: 16.0%

How did Cc1ccc(C)c(NC(=O)CSc2nc(-c3ccccc3Cl)nc3c2Cc2c(CO)cnc(C)c2O3)c1 do in these assays?
Imprint erasure: -14.9%[10.9 µM]; IkB signaling: -1.4%; p53ts 32C tox: -2.7%; p53ts 39C tox: -0.3%

How did CC12C(=O)N(c3ccccn3)C(=O)C1C1C=CC2C1 (stereo unspecified) do in these assays?
Imprint erasure: -0.9%; IkB signaling: -0.4%; p53ts 32C tox: 4.4%; p53ts 39C tox: 1.1%

Results for CCOc1ccccc1NC(=O)Cn1c(=O)n(Cc2ccco2)c(=O)c2sc3ccccc3c21 ?
Imprint erasure: -18.5%[10.9 µM]; IkB signaling: 4.5%; p53ts 32C tox: -11.6%; p53ts 39C tox: -8.2%

How did CCN(CC)C(=O)C1=C(C)NC(=O)NC1c1c(F)cccc1Cl (stereo unspecified) do in these assays?
Imprint erasure: -5.5%; IkB signaling: -0.2%; p53ts 32C tox: 1.0%; p53ts 39C tox: 16.8%

What do the screens show for `CCS(=O)(=O)N1CCC(C(=O)NCc2ccco2)CC1`?
Imprint erasure: 1.4%; IkB signaling: 1.1%; p53ts 32C tox: -8.0%; p53ts 39C tox: 11.1%

Results for COc1cc(O)ccc1C(C)=O ?
Imprint erasure: 0.9%; p53ts 32C tox: -4.7%; p53ts 39C tox: 4.2%

Results for CCOC(=O)N1CCN(S(=O)(=O)c2ccc3[nH]c(=O)sc3c2)CC1 ?
Imprint erasure: -13.9%; IkB signaling: 0.1%; p53ts 32C tox: 2.0%; p53ts 39C tox: -5.7%

Results for Cn1c(=O)n(C)c2cc(S(=O)(=O)Nc3ccccc3C(=O)O)ccc21 ?
Imprint erasure: 10.4%[10.9 µM]; IkB signaling: 5.5%; p53ts 32C tox: -0.3%; p53ts 39C tox: 31.1%[activator]

Results for FC(F)(F)c1ccccc1-c1nccc(-n2ccnc2)n1 ?
Imprint erasure: -12.9%; IkB signaling: -0.4%[11.4 µM]; p53ts 32C tox: 1.6%; p53ts 39C tox: -2.5%

How did COc1ccccc1CNC(=O)CN1C(=O)CCc2cc(S(=O)(=O)N3CCOCC3)ccc21 do in these assays?
Imprint erasure: -11.3%[10.9 µM]; IkB signaling: -0.9%; p53ts 32C tox: -4.2%; p53ts 39C tox: -12.4%

Results for Cc1cccc(OC(=O)c2nc(SCc3ccccc3F)ncc2Cl)c1 ?
Imprint erasure: -43.5%[inhibitor][10.9 µM]; IkB signaling: 2.4%; p53ts 32C tox: -3.4%; p53ts 39C tox: 15.8%

How did COc1ccc(OC)c(NC(=O)C2CCCN(S(=O)(=O)c3c(C)noc3C)C2)c1 (stereo unspecified) do in these assays?
Imprint erasure: -13.7%; IkB signaling: -1.6%; p53ts 32C tox: -0.2%; p53ts 39C tox: -12.1%

Results for c1ccc(C(NCCNC(c2ccccc2)c2ccccc2)c2ccccc2)cc1 ?
Imprint erasure: -34.2%[inhibitor]; p53ts 32C tox: 17.9%; p53ts 39C tox: -8.2%

Brought forward from above: 2 compounds, then new ones.
How did COc1ccc(OC)c(NC(=O)C2CCCN(S(=O)(=O)c3c(C)noc3C)C2)c1 (stereo unspecified) do in these assays?
Imprint erasure: -13.7%; IkB signaling: -1.6%; p53ts 32C tox: -0.2%; p53ts 39C tox: -12.1%

Results for c1ccc(C(NCCNC(c2ccccc2)c2ccccc2)c2ccccc2)cc1 ?
Imprint erasure: -34.2%[inhibitor]; p53ts 32C tox: 17.9%; p53ts 39C tox: -8.2%

How did Nc1ccccc1S(=O)(=O)O do in these assays?
Imprint erasure: 7.0%; IkB signaling: -2.2%; p53ts 32C tox: 0.6%[1.84 µM]; p53ts 39C tox: 2.9%

How did O=C(C1CCN(S(=O)(=O)c2cccc3nsnc23)CC1)N1CCc2ccccc2C1 do in these assays?
Imprint erasure: -14.7%; IkB signaling: inconclusive; p53ts 32C tox: -2.0%; p53ts 39C tox: -9.3%

Results for CCCCCn1c(=NC(C)=O)c(C#N)cc2c(=O)n3ccccc3nc21 ?
Imprint erasure: -4.5%; IkB signaling: 0.1%; p53ts 32C tox: -4.1%; p53ts 39C tox: -2.2%

How did CCn1c(CN2CCCCC2)nc2cc(NC(=O)c3ccc([N+](=O)[O-])cc3)ccc21 do in these assays?
Imprint erasure: -18.1%[10.9 µM]; IkB signaling: -1.3%; p53ts 32C tox: -9.9%; p53ts 39C tox: -8.4%

How did CC(C)(C)NC1=CC(=O)OC12CCCCC2 do in these assays?
Imprint erasure: -11.7%; IkB signaling: 1.2%; p53ts 32C tox: -0.2%; p53ts 39C tox: 7.3%
